Compound activity: PubChem, Broad Institute
ARNT TACC3 PPI: disruptors of human ARNT/TACC3 interaction; AlphaScreen His-ARNT PAS-B/GST-TACC3 binding, luminescence; TACC3 fragment carries E629A point mutation; inhibition, % at 9.99 µM; Q9Y6A5; actives 0.66% (n = 390,000);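 active means mean inhibition of replicates at least 50% and at least half of replicates each reaching 50%; inconclusive means half or more replicates reach 50% but mean below 50%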;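 further: 0% = complete ARNT plus TACC3 wells and 100% = ARNT alone without TACC3; many hits fall short of the cut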
LGR2 inh: blocks bursicon-induced cAMP signaling via Drosophila LGR2; HEK293 LGR2, CRE-luciferase, bursicon-stimulated, 4 h; inhibition, % at 9.99 µM; actives 0.35% (n = 380,000); AID 720647;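 active means drop in luminescence signal, shown as inhibition above about 50% in the replicate tests, limit read from the data, passing the limit was not always enough; inconclusive means probably only some replicates passing the limit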;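 further: agonist challenge used bursicon conditioned medium at about half maximal strength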
Statin myotox sup: protects C2C12 myotubes from simvastatin toxicity; ATP luminescence, 48 h; scaled: DMSO 0, geranylgeraniol control 100; rescue of ATP level, % at 7.49 µM; actives 0.78% (n = 330,000);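 active means mean ATP rescue above about 67%, or every replicate alone reaching that limit, limit read from the data, passing the limit was not always enough; inconclusive means no clear call, values can overlap the other calls; inactive means mean under the limit and some replicate under it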;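 further: myotubes were challenged with 10 µM simvastatin during compound exposure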
PAX8 inh HTS: PAX8 transcriptional activity inhibition; RMG-I TPO-luciferase reporter, SteadyGlo, 24 h; inhibition, % at 12.6 µM; actives 1.2% (n = 360,000);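 active means mean replicate inhibition at least 60% with every replicate also reaching 60%; inconclusive means only one of the two criteria is met; inactive means mean below 60% and not all replicates reaching 60%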;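 further: luciferase light reporting Pax8 driven TPO promoter activity; plate controls were median of neutral control wells for no effect and mitoxantrone controls for full effect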
GSIS activator: GLuc luminescence reporter in INS-1E cells, primary screen for activators of glucose-dependent secretion of insulin | activation, % at 16.6 µM | INS-1E GLuc reporter insulin secretion, 2-3 h | actives 0.61% (n = 370,000) | AID 743287;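 active means lowest replicate activation of at least 40%, so every replicate reaches that level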;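 further: 0% = median of neutral control wells and 100% = median of IBMX positive control wells; some compounds called inactive have numbers as strong as hits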
Cneo AK release: Cryptococcus neoformans lysis via adenylate kinase release; C. neoformans lysis, adenylate kinase release luminescence, 4 h; normalised: neutral wells 0, clomiphene wells 100; lysis activity, % at 15 µM; actives 0.2% (n = 360,000);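 active means mean lysis activity across replicates of at least 80%, whatever share of replicates individually reach that level; inactive means mean lysis activity below 80%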
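Schedule: static 4 h at 37 °C with compound, 1 h detection; system: C. neoformans cells; benchmarks: Clomiphene as positive control; buffer or medium: fresh YPD medium; measure: luminescence rise reflecting yeast cell lysis; measured by: luminescent adenylate kinase detection reagent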
PglD DTNB: blocks C. jejuni PglD acetyltransferase activity | actives 0.098% (n = 360,000) | purified PglD enzyme, DTNB colorimetric CoA detection | inhibition, % at 12.5 µM; in the data active means inhibition above about 16%, passing the limit was not always enough; inconclusive means no clear call, values can overlap the other calls; further: strong numbers were not always called active
PGC1a acetyl inh: lowers PGC1a acetylation signal in U2OS cells | actives 0.17% (n = 350,000) | inhibition, % at 15.6 µM | AlphaScreen anti-acetyl-lysine; with virally co-expressed GCN5 acetyltransferase;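 active means every replicate shows inhibition of at least 40%; inconclusive means mean inhibition at least 40% but some replicate below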;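 further: 0% = neutral control wells and 100% = positive control wells; some results beyond the cut were filed as inactive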
Active calls of the source: *; ? = inconclusive; . = no result given; & = joins results of further samples. No enrichment for hits; 2.9% or so of the library scored in one or more.

SMILES	ARNT TACC3 PPI	LGR2 inh	Statin myotox sup	PAX8 inh HTS	GSIS activator	Cneo AK release	PglD DTNB	PGC1a acetyl inh
COc1cccc(C(=O)NN/C(C)=C/C(=O)C(F)(F)C(F)(F)C(F)(F)F)c1	-1.8	-11.8	-12.3	-17.6	-33.1	0.4	2.3	.
COC(=O)N/N=C/c1cn(CCOc2ccccc2)c2ccccc12	4.0	-27.5	.	-37.6	9.6	0.5	-2.0	6.4
COc1ccc(C2N(c3cc(C)on3)C(=O)C3CCCN32)cc1OC (stereo unspecified)	1.2	.	18.6	.	.	-2.0	2.6	0.4
CN(C)C(CNC(=O)CNC(=O)c1ccc2ccccc2c1)c1ccccc1 (stereo unspecified)	-0.9	-3.5	-11.2	-17.9	-2.5	-0.3	2.4	.
Cc1ccc(O)c(NC(=S)NC(=O)C(C)C)c1	-3.5	4.6	?	1.3	.	17.4	-1.5	-1.9
CCC(COC(=O)Nc1cccc(C)c1C)NC(=O)OCC(C)C (stereo unspecified)	-5.1	.	-18.9	.	6.2	-0.1	0.2	-1.6
CCCCOC(=O)c1[nH]c(C)c(C(=O)OC)c1C	-0.8	.	0.4	-128.6	6.2	-3.3	2.3	9.7
CCn1c(SCC(=O)Nc2c(C#N)cnn2-c2ccccc2)nnc1-c1cccs1	.	.	.	-2.2	.	-0.1	-0.8	5.8
Cc1ccccc1-c1cnc2c(c1)C(=O)N([C@H](C)CO)C[C@@H](C)[C@@H](CN(C)C(=O)c1ccncc1)O2	4.2	-11.3	17.7	.	3.8	-1.1	1.0	1.8
COCc1[nH]nc2c1C(c1ccccc1Cl)C(C#N)=C(N)O2 (stereo unspecified)	0.5	.	7.7	.	.	2.9	1.6	-11.5
COCCCNC(=O)Cn1c(=O)n(CCCCCC(=O)NCc2ccc3c(c2)OCO3)c(=O)c2sccc21	-3.8	-14.6	1.8	-5.8	12.1	5.3	0.0	5.9
COc1ccccc1NC(=O)N[C@@H]1CC[C@H](CC(=O)N2CCC(Cc3ccccc3)CC2)O[C@H]1CO	-1.5	13.3	15.7	51.7	0.6	-1.4	1.6	-4.4
COc1ccc(S(=O)(=O)Nc2ccc3c(c2)C(=O)N([C@H](C)CO)C[C@H](C)[C@@H](CN(C)S(=O)(=O)c2cn(C)cn2)OCCCC[C@@H](C)O3)cc1	1.6	2.7	.	9.0	17.2	54.9	-4.0	-8.4
Cc1ccc(N(CN2C(=O)c3ccccc3C2=O)C(=O)c2ccc([N+](=O)[O-])cc2[N+](=O)[O-])cc1	5.1	-22.1	.	-4.0	-2.0	.	.	.
Cc1cc(C)cc(OCC(=O)Nc2ccc(-n3cnnn3)cc2)c1	-3.0	14.8	6.7	-9.4	35.1	3.0	-0.7	-17.4
C[C@H]1CCCCO[C@H](CN(C)Cc2ccc(Cl)c(Cl)c2)[C@@H](C)CN([C@@H](C)CO)C(=O)c2cc(NC(=O)Nc3ccc(F)cc3)ccc2O1	39.6	19.0	.	92.3*	-18.1	-4.0	6.0	-6.8
Cc1[nH]nc(SCC(=O)Nc2ccc(C#N)cc2)c1[N+](=O)[O-]	-23.0	26.4	.	-25.2	20.0	.	.	.
COc1ccc(CCN=C(N)NS(=O)(=O)c2cc(F)ccc2F)cc1	-2.3	-11.8	.	2.5	0.8	-2.4	6.7	.
COc1ccc(CN(C)C[C@@H]2OCCCC[C@@H](C)Oc3ccc(NC(=O)Nc4ccc(C(F)(F)F)cc4)cc3C(=O)N([C@@H](C)CO)C[C@H]2C)cc1	21.6	.	-168.0	98.1*	0.0	7.7	-1.7	-23.8
CN(Cc1nc2ccccc2s1)C(=O)c1ccc(F)cc1	-18.0	-20.4	6.3	-7.8	11.7	-4.2	0.7	.
O=C(C[C@H]1CC[C@H](NC(=O)C2CC2)[C@@H](CO)O1)NCC1CC1	0.4	3.7	-2.3	.	8.1	47.3	-4.7	-4.5
COc1ccccc1CN1CCN(S(=O)(=O)c2ccccc2)CC1	-1.6	.	7.3	19.4	.	1.9	-2.7	2.5
CC(CCc1ccccc1)NC(=O)CN1CCSc2ccccc21 (stereo unspecified)	4.3	-13.6	.	27.9	-37.9	.	.	.
CS(=O)(=O)N1CCC(C(=O)Nc2cc(C(F)(F)F)ccc2Cl)CC1	4.0	-2.8	-95.4	.	-3.3	9.9	5.6	5.7
O=C(COc1ncnc2ccc(Br)cc12)NC1CCCC1	.	-10.9	1.7	11.0	-0.5	1.4	-6.9	-3.7
SMILES	ARNT TACC3 PPI	LGR2 inh	Statin myotox sup	PAX8 inh HTS	GSIS activator	Cneo AK release	PglD DTNB	PGC1a acetyl inh
C[C@@H]1CN([C@H](C)CO)C(=O)Cc2cc(NC(=O)Cc3ccccc3)ccc2O[C@H]1CN(C)CC1CCCCC1	37.1	9.4	60.3	-1.6	-8.9	-7.7	2.6	.
CO/N=C(\Cn1ncc(N2CCOCC2)c(Br)c1=O)c1ccc(Cl)cc1	-6.8	-20.8	.	24.0	-6.8	.	.	.
O/N=C/c1cn(-c2ccccc2)nc1-c1cccnc1	4.0	-9.5	.	10.2	23.2	-0.3	3.1	-6.9
Cc1ccccc1CNc1ccc(C(CC(N)=O)NC(=O)c2ccccc2)cc1[N+](=O)[O-] (stereo unspecified)	1.2	-5.9	-3.6	30.3	.	3.1	-77.5	.
C[C@H]1CN([C@@H](C)CO)S(=O)(=O)c2ccc(-c3cccc(C(=O)N(C)C)c3)cc2O[C@@H]1CN(C)Cc1ccc2c(c1)OCO2	1.5	7.6	-38.3	47.2	-17.3	1.4	0.9	-32.9
Cc1cc(C)nc(NC2=NC3CCCCC3N2)n1 (stereo unspecified)	-5.5	.	-10.5	.	.	4.2	1.0	9.7
CCOc1ccc(NC(=S)c2ccc3ccccc3n2)cc1	2.3	-14.7	-6.5	-69.6	-9.4	-0.2	2.8	24.8
Cc1onc(-c2ccccc2)c1C(=O)N1CCN(c2ccccc2F)CC1	4.3	2.4	-19.5	-3.1	-3.7	3.3	1.2	.
CCCC(=O)Nc1ccc(Cl)c(NC(=S)NC(=O)C(C)C)c1	0.2	14.6	.	7.0	-2.6	.	.	2.4
OC(c1ccc(-c2ccccc2)cc1)c1ncc(-c2ccccc2Cl)[nH]1 (stereo unspecified)	.	-2.8	-2.1	0.1	-17.8	0.8	0.1	21.5
CCOn1c(=O)c(-c2ccc(F)cc2)[n+]([O-])c2ccccc21	4.9	13.3	-9.3	-1.3	-0.4	0.6	-1.8	2.6
COc1ccc(CN(C)C[C@@H]2Oc3c(NC(=O)Nc4ccc(OC)cc4)cccc3C(=O)N([C@H](C)CO)C[C@@H]2C)cc1	-6.6	-12.7	-12.3	.	12.6	-1.3	7.4	2.6
C[C@H]1CN([C@@H](C)CO)C(=O)Cc2cc(NS(=O)(=O)c3ccc(Cl)cc3)ccc2O[C@H]1CN(C)S(=O)(=O)c1cn(C)cn1	-3.6	-3.0	8.2	.	8.8	-0.8	-0.2	0.7
CC(NS(=O)(=O)c1ccccc1)C(N)=O (stereo unspecified)	-4.7	.	-1.5	-25.4	.	-1.9	2.9	-15.7
Cc1ccc(C)c(S(=O)(=O)NC(CC(C)C)C(=O)O)c1 (stereo unspecified)	-6.1	.	-4.5	.	.	14.6	-9.3	-1.6
O=C(O)CCN1CCN(S(=O)(=O)c2ccc3ccccc3c2)CC1	-1.1	-8.1	-2.3	11.4	6.5	-0.3	-0.4	-5.1
Cc1cc(C)c(S(=O)(=O)Nc2cnc3ccccc3c2)c(C)c1	0.6	0.2	16.4	6.4	-11.4	-0.6	-0.6	-1.3
Cc1cc(Cl)c(S(=O)(=O)Nc2ccc(S(=O)(=O)N3CCOCC3)cc2)cc1OCC(N)=O	-5.2	-5.1	6.1	-0.8	-10.1	.	.	.
C[C@@H]1CCCCO[C@H](CN(C)Cc2ccc3c(c2)OCO3)[C@H](C)CN([C@H](C)CO)C(=O)c2cc(NC(=O)Cc3ccccc3)ccc2O1	0.7	6.5	.	-4.3	-22.5	-3.3	3.7	1.0
C[C@H](CO)N1C[C@H](C)[C@@H](CN(C)S(=O)(=O)c2cn(C)cn2)Oc2c(cccc2N(C)C)C1=O	.	5.1	3.2	-6.7	13.3	0.6	-3.1	-3.7
CN(CC(=O)NC(=O)NCc1ccccc1)Cc1cccc(Cl)c1Cl	4.1	3.4	.	15.3	-26.2	-3.1	-0.8	5.7
O=C(Nc1nc2ccccc2s1)C1=NN(c2ccccc2)C(=O)CC1	15.0	-17.0	.	-7.6	6.5	.	.	.
CC(C)NC(=O)N(C)C[C@H]1OCCCC[C@H](C)Oc2ccc(NC(=O)c3ccccc3)cc2C(=O)N([C@H](C)CO)C[C@@H]1C	-4.6	11.6	.	-3.5	-7.2	-0.4	-1.9	5.8
O=C(O)C1=C[C@H](c2coc3ccccc3c2=O)C[C@H](OCc2ccc(CO)cc2)O1	4.2&3.1	-1.7	15.4	-8.4&-7.0	-0.8	-11.4&4.7	0.0&1.1	11.5&10.5
O=C(Nc1cccc(F)c1)N1CCCCN2[C@@H](CO)[C@H](c3ccc(C#Cc4cccnc4)cc3)[C@@H]2C1	-0.7	11.9	-57.8	-8.4	-24.1	2.1	-1.7	-10.1
O=[N+]([O-])c1ccc(CSC2=NCCN2)cc1	-2.4	12.9	-0.6	0.2	-7.0	1.7	8.6	-13.8
O=C1CCCN2N=C(SCC(=O)Nc3ccccc3C(F)(F)F)SC2=N1	-7.5	10.8	.	.	12.3	4.3	5.1	4.4
Cc1noc(C)c1NC(=O)Nc1ccc2c(c1)C(=O)N([C@@H](C)CO)C[C@H](C)[C@@H](CN(C)C(=O)Nc1cccc3ccccc13)O2	.	14.3	.	-8.5	7.8	.	.	1.5
COc1ccc(S(=O)(=O)Nc2ccc3c(c2)OC[C@@H](C)NC[C@H](C)[C@@H](OC)CN(C)C3=O)cc1	-2.3	-13.4	-4.1	-8.4	6.6	-2.4	-3.6	9.2

For reference, 8 of the compounds above:
SMILES	ARNT TACC3 PPI	LGR2 inh	Statin myotox sup	PAX8 inh HTS	GSIS activator	Cneo AK release	PglD DTNB	PGC1a acetyl inh
COc1cccc(C(=O)NN/C(C)=C/C(=O)C(F)(F)C(F)(F)C(F)(F)F)c1	-1.8	-11.8	-12.3	-17.6	-33.1	0.4	2.3	.
COC(=O)N/N=C/c1cn(CCOc2ccccc2)c2ccccc12	4.0	-27.5	.	-37.6	9.6	0.5	-2.0	6.4
COc1ccc(C2N(c3cc(C)on3)C(=O)C3CCCN32)cc1OC (stereo unspecified)	1.2	.	18.6	.	.	-2.0	2.6	0.4
CN(C)C(CNC(=O)CNC(=O)c1ccc2ccccc2c1)c1ccccc1 (stereo unspecified)	-0.9	-3.5	-11.2	-17.9	-2.5	-0.3	2.4	.
Cc1ccc(O)c(NC(=S)NC(=O)C(C)C)c1	-3.5	4.6	?	1.3	.	17.4	-1.5	-1.9
CCC(COC(=O)Nc1cccc(C)c1C)NC(=O)OCC(C)C (stereo unspecified)	-5.1	.	-18.9	.	6.2	-0.1	0.2	-1.6
CCCCOC(=O)c1[nH]c(C)c(C(=O)OC)c1C	-0.8	.	0.4	-128.6	6.2	-3.3	2.3	9.7
CCn1c(SCC(=O)Nc2c(C#N)cnn2-c2ccccc2)nnc1-c1cccs1	.	.	.	-2.2	.	-0.1	-0.8	5.8
